# Source: PubChem BioAssay (The Scripps Research Institute Molecular Screening Center)
# M1 PAM parental – counter-screen for M1 PAMs: effect in parental CHO-K1 cells; ATP EC20, Fluo-8 calcium fluorescence; 0% at ATP EC20, 100% at ATP max; activation, % at 3 µM; hit rate 0.02% among 360,000; AID 602247;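 active = activation above the run cutoff, the mean activation of all test compounds plus 3 SD, cut at about 40% in these data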;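 note: peak over basal fluorescence ratio in a 140 s read after ATP addition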
# M1 ag parental – M1 agonist counterscreen hit in parental CHO-K1 cells; Fluo-8 calcium fluorescence; scaled to maximal ATP response, vehicle zero; activation, % at 3 µM; hit rate 0.48% among 360,000; AID 602248; in the data active = activation above about 15%;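 note: untransfected CHO-K1 host cells lacking M1 receptor as counterscreen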
# CHO-K1 Ca antag – nonselective inhibitor or artifact in parental CHO-K1 cells. ATP-induced calcium, Fluo-8 fluorescence. inhibition, % at 3 µM. hit rate 0.6% among 360,000;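 active = inhibition above a per-plate cutoff, the plate's mean sample inhibition plus 3 SD, cut at about 24% in these data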;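 note: 0% = DMSO plus EC80 ATP and 100% = DMSO alone without ATP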
# M1 PAM – human CHRM1 positive allosteric modulation; AID 588819; activation, % at 3 µM; CHO-K1 hM1, Fluo-8 calcium fluorescence, ACh EC20; 0% = ACh EC20, 100% = maximal ACh; P11229; hit rate 0.088% among 360,000; in the data active = activation above about 19%, passing the limit was not always enough
# Target sequence (P11229 whole entry, looked up): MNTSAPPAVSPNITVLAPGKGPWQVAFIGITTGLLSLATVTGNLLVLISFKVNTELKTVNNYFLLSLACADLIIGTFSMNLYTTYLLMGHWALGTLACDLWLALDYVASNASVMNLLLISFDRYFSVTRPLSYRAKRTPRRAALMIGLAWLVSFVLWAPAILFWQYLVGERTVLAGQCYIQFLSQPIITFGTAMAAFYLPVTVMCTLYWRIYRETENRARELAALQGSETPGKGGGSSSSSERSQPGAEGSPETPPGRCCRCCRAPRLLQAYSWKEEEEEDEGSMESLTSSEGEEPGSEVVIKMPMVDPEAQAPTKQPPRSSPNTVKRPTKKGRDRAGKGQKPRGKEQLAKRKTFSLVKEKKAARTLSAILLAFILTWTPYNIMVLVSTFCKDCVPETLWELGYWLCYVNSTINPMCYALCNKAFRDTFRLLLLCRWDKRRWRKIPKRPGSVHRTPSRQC
# TAAR1 ag – agonists of human TAAR1; activation, % at 3 µM; hit rate 0.99% among 360,000; CHO RD-HGA16 TAAR1, Fluo-8 calcium fluorescence; vehicle wells 0%, saturating PEA agonist 100%; Q96RJ0;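 active = activation above the mean activation of all test compounds in the run plus 3 SD, cut at about 38% in these data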
# Target sequence (Q96RJ0 whole entry, looked up): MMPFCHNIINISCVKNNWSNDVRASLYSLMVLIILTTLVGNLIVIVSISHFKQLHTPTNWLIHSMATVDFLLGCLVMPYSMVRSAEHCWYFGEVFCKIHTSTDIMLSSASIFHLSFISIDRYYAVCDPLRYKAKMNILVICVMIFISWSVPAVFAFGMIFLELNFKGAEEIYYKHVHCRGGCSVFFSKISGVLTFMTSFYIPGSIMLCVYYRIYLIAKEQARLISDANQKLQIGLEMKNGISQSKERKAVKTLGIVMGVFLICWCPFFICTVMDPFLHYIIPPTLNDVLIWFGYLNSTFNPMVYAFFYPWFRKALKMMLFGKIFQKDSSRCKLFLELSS
#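 Assay system: CHO-derived RD-HGA16 cells with stable Gα16 and human TAAR1; timing: 17-24 h seeding, 75 min 37 °C dye, 30 min RT; read-out: % activation from peak over basal fluorescence ratio, DMSO-to-PEA scaled; measured by: kinetic Fluo-8 calcium fluorescence; benchmarks: low control DMSO, high control PEA (EC100); doses: 3 µM single concentration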
# CHRM1 antagonist – human CHRM1 antagonism | CHO-K1 hM1, Fluo-8 calcium fluorescence, ACh EC80 antagonist | inhibition, % at 3 µM | hit rate 1.3% among 360,000;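 active = percent inhibition above its own plate's cutoff, namely the mean of that plate's compound wells plus 3 SD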;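 note: peak over basal fluorescence ratio during 140 s after agonist addition; 0% = ACh EC80 plus DMSO and 100% = DMSO alone without agonist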
# TAAR1 antagonist – antagonists of human TAAR1; Q96RJ0; CHO RD-HGA16 TAAR1, Fluo-8 calcium fluorescence, antagonist; inhibition, % at 3 µM; hit rate 1.5% among 360,000;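 active = inhibition above a per-plate cutoff, the mean inhibition of test compounds on that plate plus 3 SD, cut at about 49% in these data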;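 note: 0% = DMSO plus EC80 beta-PEA response and 100% = DMSO alone without agonist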
#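 System: RD-HGA16 CHO cells with stable hTAAR1 and Gα16 | Probe or stimulus: EC80 β-phenethylamine stimulus | Dosing: 3 µM, single point | Times: Dye loading 75 min at 37 °C, then 30 min room temperature | Measured by: Fluo-8 calcium-sensitive fluorescence | Read-out basis: % inhibition of agonist calcium response | Replicates: n of 1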
# CHO parental Ca – counter-screen for OX1R antagonists: effect in parental CHO cells; AID 463079; parental CHO-K1, ATP-induced calcium, Fluo-8 fluorescence; inhibition, % at 5.6 µM; hit rate 0.63% among 330,000;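 active = inhibition above that plate's mean sample inhibition plus 3 SD, cut at about 26% in these data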;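 note: 0% = ATP-challenged DMSO wells and 100% = DMSO wells without ATP; some compounds past the cut are filed as inactive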
#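 Assay system: parental CHO cells; Read-out basis: percent inhibition of ATP-evoked calcium rise, normalized to controls; Benchmarks: ATP and no-ATP DMSO wells; Compound dosing: single nominal dose of 5.6 µM per compound; Signal: Fluo-8 calcium dye fluorescence; Also added: ATP as calcium-mobilizing challenge; Repeats: singlicate.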
# M1 ag – human M1 muscarinic receptor agonism; P11229; CHO-K1 hM1, Fluo-8 calcium fluorescence, agonist mode; 0% DMSO, 100% acetylcholine EC100; activation, % at 3 µM; hit rate 0.33% among 360,000; AID 588814;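 active = activation above the run's mean compound activation plus 3 SD, cut at about 16% in these data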;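 note: peak over basal fluorescence ratio within a 140 s kinetic read after compound addition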
# * marks the source's active call; other numbers are inactive results; x = not tested or not shown.
Compound,M1 PAM parental,M1 ag parental,CHO-K1 Ca antag,M1 PAM,TAAR1 ag,CHRM1 antagonist,TAAR1 antagonist,CHO parental Ca,M1 ag
Cn1c(SCCCC(=O)c2ccccc2)nnc1-c1ccncc1,11,0.9,-11,4,4,-2,2,-11,-7
COC(=O)C1=CN(CC2CCCO2)C=C(C(=O)OC)C1c1cccc(O)c1 (stereo unspecified),-16,-0.4,12,6,13,-7,2,4,-4
O=c1oc(CCO)cc2ccc(C#Cc3ccsc3)cc12,-4,0.8,-15,5,5,-6,-5,5,-5
O=C1OC(Nc2ccc(Cl)cn2)c2ccccc21 (stereo unspecified),-7,-0.1,14,-3,3,14,8,-8,-3
CNS(=O)(=O)c1cccc(C(=O)OCc2cc(C(C)=O)ccc2OC)c1,-7,2.5,5,-3,3,8,12,3,-7
Cc1nc(CSc2nsc(C)c2C#N)cs1,20,0.7,-5,-4,11,-6,5,5,-5
Cc1cccc(Nc2nc(N)nc(CN3CCC(C(N)=O)CC3)n2)c1C,20,0.8,-13,4,-1,-4,-17,-2,-3
Nc1nc(N2CCN(c3ccccn3)CC2)nc2ccccc12,-23,1.1,7,-29,0,36*,8,2,-9
Cc1ccc(-n2c(SCC(=O)N(C)C3CCS(=O)(=O)C3)nc3ccccc3c2=O)c(C)c1 (stereo unspecified),15,2.2,-15,-6,11,-1,25,-27,-1
Cc1c(NP(=O)(Oc2ccccc2F)Oc2ccccc2F)c(=O)n(-c2ccccc2)n1C,16,1.6,-6,3,3,-6,9,-10,-1
Cc1ccc(S(=O)(=O)C2(C(=O)NCc3ccc4c(c3)OCO4)CC2)cc1,18,-0.4,1,6,-1,-5,-9,-11,-6
Cc1occc1C(=O)N(C)Cc1nc(-c2ccc(Cl)cc2)no1,-1,8.4,-7,8,1,-9,1,-4,1
CC(C)(C)C(=O)NCCCc1ccccc1,-5,-0.3,2,-1,2,12,-4,18,-3
CC(=O)NNC(=S)NC(=O)c1ccccc1,23,1.1,-11,9,6,-7,-7,-12,-6
CCCS(=O)(=O)NC(=O)C1(C)CCCN(C(=O)c2ccc3c(c2)OCO3)C1 (stereo unspecified),-12,0.4,15,22,x,-22,x,x,2
CC(/C=N/n1c(-c2n[nH]c3c2CCC3)n[nH]c1=S)=C\c1ccco1,18,0.2,-9,-27,0,67*,4,-7,-6
CCOC(=O)c1cc(C(=O)Nc2ccc(C)c(F)c2)nn1C,0,1.6,-5,4,2,-3,14,-15,-5
O=S(=O)(N/N=C\c1cccnc1)c1ccccc1,8,1.0,3,3,2,-2,-3,0,-6
CCCCn1c(N)c(N(CC(C)C)C(=O)CCCc2nc3ccccc3c(=O)[nH]2)c(=O)[nH]c1=O,-3,-0.2,-13,6,2,-7,-24,-10,-1
CCC1(C)NC(=O)N(CC(=O)N2N=C(c3ccccc3)CC2c2ccc(OC)cc2)C1=O (stereo unspecified),31,2.4,-9,15,8,-19,10,-6,6

# Single records, from the list above. Order of screens: M1 PAM parental, M1 ag parental, CHO-K1 Ca antag, M1 PAM, TAAR1 ag, CHRM1 antagonist, TAAR1 antagonist, CHO parental Ca, M1 ag
# Listed for Cc1ccc(S(=O)(=O)C2(C(=O)NCc3ccc4c(c3)OCO4)CC2)cc1 : 18, -0.4, 1, 6, -1, -5, -9, -11, -6
# Listed for CC(C)(C)C(=O)NCCCc1ccccc1 : -5, -0.3, 2, -1, 2, 12, -4, 18, -3

# Other entries follow.
Compound,M1 PAM parental,M1 ag parental,CHO-K1 Ca antag,M1 PAM,TAAR1 ag,CHRM1 antagonist,TAAR1 antagonist,CHO parental Ca,M1 ag
CCc1ccc(-c2nc(CS(=O)CC(=O)NC3CC3)c(C)o2)cc1 (stereo unspecified),19,0.2,-15,0,2,8,-3,-14,-3
CC(C)N(Cc1cc2ccccc2[nH]c1=O)C(=O)c1cccc([N+](=O)[O-])c1,-10,0.4,-2,4,2,-11,-22,-25,-4
O=C(O)CCC(=O)NNC(=O)CCC1CCCCC1,-9,0.0,7,-3,6,4,-4,-1,-2
Nc1ccc(C(=O)OCC(=O)NC(=O)c2ccccc2)cc1[N+](=O)[O-],5,6.8,-18,5,35,0,23,3,5
Cc1ccc(SCCNC(=O)CN(c2ccc3c(c2)OCO3)S(C)(=O)=O)cc1,-7,0.1,-3,8,10,-1,-14,-20,-3
CC(=O)Nc1ccc(S(=O)(=O)N2CCN(C(=O)c3ncoc3-c3ccc(F)cc3)CC2)cc1,-16,0.7,-5,1,0,3,10,4,-2
Clc1c(-c2ccccc2)nnn1-c1ccccc1,6,-0.5,-6,5,-2,-7,-8,-2,-4
CCCn1c(N)c(C(=O)COC(=O)COc2ccc(Cl)c(C)c2)c(=O)n(C)c1=O,-30,15,0,-13,11,27,30,x,2
COc1ccc(OC)c(N(CC(=O)Nc2ccccc2C(=O)NCc2ccco2)S(C)(=O)=O)c1,7,0.2,-2,11,8,-6,-7,-24,-4
NC(=O)CC(NC(=O)Cc1cccc2ccccc12)c1ccc(NCCCN2CCCC2=O)c([N+](=O)[O-])c1 (stereo unspecified),-15,-0.5,11,10,5,16,12,-2,4
CCN(CC)CCCn1c2c(c(SCC(=O)Nc3ccc(C)c(F)c3)nc1=O)CCC2,20,1.0,-2,-13,0,20,-14,-5,-7
O=C(CN1CCN(S(=O)(=O)c2cc(Cl)ccc2Cl)CC1)c1ccc(O)c(O)c1,3,2.6,-12,17,5,-5,-14,-11,2
O=c1cc(Nc2ccc3c(c2)OCCO3)[nH]c(=O)n1-c1ccc(Cl)cc1,6,0.3,-5,0,5,-5,-3,-8,-2
COCCNC(=O)C1CCN(S(=O)(=O)c2ccc3c(c2)OCCO3)CC1,4,0.2,-1,7,3,-18,-15,12,0
COC(=O)c1ccc(NC(=O)CSc2nc(=O)cc(N)n2-c2ccccc2)cc1,-6,0.3,9,-4,2,5,-7,-8,-6
O=C(COc1cccc(C(F)(F)F)c1)N1CCN(c2ccccc2O)CC1,9,1.7,-6,-3,12,-4,-5,-5,-5
Cc1ccc2c(c1)cc1c(=O)n(CC(=O)NCc3ccccn3)nc(C)n12,-1,-0.1,-2,3,x,-3,x,1,-2
CC(C)NC(=O)Nc1cccc2c1O[C@H](CN(C)S(=O)(=O)c1ccccc1)[C@@H](C)CN([C@H](C)CO)C2=O,-1,-0.3,-3,5,1,-3,2,-17,-7
COCCN(CCOC)C(=O)C1CCCN(S(=O)(=O)c2ccc(NC(=O)OC)cc2)C1 (stereo unspecified),-12,-0.1,-2,7,3,-10,-3,-7,-2
CCCCCCSc1nnc2[nH]c(=O)cc(N)n12,16,-0.2,-6,13,5,-15,-7,-1,-7
COc1ccccc1Nc1nc(N)nc(CSc2nccc(C)n2)n1,-1,0.1,3,-2,9,7,-4,-16,-2
Oc1ccccc1CN(Cc1ccco1)CC(O)COCc1ccc(Cl)cc1 (stereo unspecified),29,1.3,-15,-3,-1,14,-1,-37,-8
CC(=O)c1cc(C#N)c(SCc2ccccc2C#N)nc1C,10,-0.5,-7,3,10,-4,3,-4,-5
CC(C)n1c(=O)c2ccccc2n1Cc1cn(CCc2c[nH]c3ccccc23)nn1,-5,0.1,-2,2,5,-22,-19,x,-1
O=c1[nH][nH]cc1C=NCc1cccc(C(F)(F)F)c1,11,0.1,0,-4,3,2,1,-14,-3
Cc1c(Cl)cnc(NC(=O)COC(=O)/C=C/c2ccco2)c1Cl,10,0.4,-14,2,-1,-2,-10,x,-5
Cc1ccc(C)c(OCC(=O)N2CCc3ccccc3C2)c1,0,0.4,-6,-8,-1,7,-14,-17,-4
CCCCCOc1ccc(C(=O)C(c2ccccc2)N2CCOCC2)cc1 (stereo unspecified),25,0.5,-19,-3,9,-15,11,-33,-4
CCn1nc(C(=O)OCC(=O)Nc2nc(-c3ccc(OC)cc3)cs2)c2ccccc2c1=O,7,1.0,5,3,5,7,9,-3,-5
CCc1ccc(/C=C\C(=O)N2CCCC2)cc1,1,-0.1,-3,6,-3,-2,-6,-17,-5
COc1ccccc1CCNC(=O)CSc1nnc2ccc(-c3ccncc3)nn12,-4,0.5,-10,3,8,-4,-30,-12,-6
CCOC(=O)C1CCCN(S(=O)(=O)c2cnc(Cl)c(Br)c2)C1 (stereo unspecified),16,-0.3,-14,10,2,-10,-10,-28,-3
COc1cc2c(cc1OC)CN(C1CC(=O)N(c3c(C)cccc3C)C1=O)CC2 (stereo unspecified),-9,0.4,-6,6,1,-4,-7,-10,-4
CN1CCN(c2nc3c(c(=O)[nH]c(=O)n3C)n2CC(N)=O)CC1,18,1.0,-21,12,7,-16,-15,14,-4
COc1ccc(CC(=O)NCc2cccs2)cc1,5,-0.1,2,4,9,-1,-5,8,-2
Cc1ccc(C)c(NC(=O)C2COc3ccccc3O2)c1 (stereo unspecified),19,-0.2,-5,9,-3,-15,-19,-17,-5
COc1cc(C(=O)OCCN2CCOCC2)cc(OC)c1OC,6,0.4,-18,0,7,0,-8,-2,-11
Cc1cc(NC(=O)Cn2nc3c(cc2=O)CCCC3)ccc1Br,8,0.7,-1,5,11,-11,-20,-13,-2
c1ccc(-c2ccc(-c3nc(-c4ccccn4)no3)cc2)cc1,5,1.7,-2,2,3,0,-9,-22,-6
Cc1ccsc1/C=C/c1ccc2ccccc2n1,-11,-0.1,0,-1,1,3,14,-19,-6
NC(c1csc(NC(=O)Nc2cccc(C(F)(F)F)c2)n1)C1CCCCC1 (stereo unspecified),-1,1.7,2,2,39*,2,29,x,0
COc1ccc(C(=O)NCC(C)(C)SCc2c(C)cc(C)cc2C)cc1,9,0.7,3,-9,2,11,9,-28,-4
COc1ccc(-c2cccc(NC(=O)c3cccs3)c2)nn1,13,3.3,-7,-1,6,4,22,-11,-3
Cc1cc(C)n(-c2nc(C)nc3sc4c(c23)CCC(C)C4)n1 (stereo unspecified),10,-0.5,-2,-27,10,15,1,-19,-13
O=C(O)c1ccccc1-c1ccc(C=c2sc3nc4cc(Br)cnc4n3c2=O)o1,6,0.6,-8,4,0,-8,-19,x,0
Cc1cc(C(=O)CSc2ncccn2)c(C)n1Cc1ccco1,15,1.2,-2,10,0,-8,6,1,-4
CCC1=C(OC(=O)N(CC)CC)N2C(=O)OC(=NCc3ccccc3)[C@]2(C)[C@H]2C1=CC[C@H]1C(=O)N(c3ccccc3)C(=O)[C@H]12,-5,-0.6,-9,3,-1,-9,11,-19,-3
CC1=C(C(=O)Nc2ccccn2)C(c2ccccc2)n2ncnc2N1 (stereo unspecified),18,0.1,-6,6,13,1,-2,-5,-2
